High-throughput results: PubChem, several laboratories
Efflux pump mplx = blocks antifungal efflux pumps in multiplex yeast assay | inhibition, % at 10 µM | 330,000 tested, 0.44% active | AID 485275 | S. cerevisiae Candida pump triplex, Nile Red efflux;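 active = plate passing quality check with inhibition over a set limit, or well fluorescence over plate mean plus 4 SD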;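 also: Nile Red retained in pooled yeast measured as flow cytometry median fluorescence; 0% = buffer negative control and 100% = Enniatin B positive control; higher means more Nile Red kept so more efflux inhibition; some compounds called inactive have numbers as strong as hits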
LAP4-GFP MLPCN = modulators of TOR pathway LAP4-GFP in S. cerevisiae; AID 2023; S. cerevisiae LAP4-GFP multiplex, flow cytometry GFP, 3 h; median GFP as percent of DMSO wells; 320,000 tested, 0.34% active; GFP response vs DMSO, % at 10 µM;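 active = GFP response vs DMSO above a set limit, about the screen mean plus 3 SD, cut at about 150% in these data; inconclusive = under 70 cell events counted for the yeast strain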
AHR act = activates the human aryl hydrocarbon receptor. P35869. AHR-responsive luciferase reporter cells, luminescence. activation, % at 5 µM. 320,000 tested, 2.5% active; in the data active = activation above about 47%;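 also: 0% = vehicle wells and 100% = reference agonist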
Target sequence (P35869 whole entry, looked up): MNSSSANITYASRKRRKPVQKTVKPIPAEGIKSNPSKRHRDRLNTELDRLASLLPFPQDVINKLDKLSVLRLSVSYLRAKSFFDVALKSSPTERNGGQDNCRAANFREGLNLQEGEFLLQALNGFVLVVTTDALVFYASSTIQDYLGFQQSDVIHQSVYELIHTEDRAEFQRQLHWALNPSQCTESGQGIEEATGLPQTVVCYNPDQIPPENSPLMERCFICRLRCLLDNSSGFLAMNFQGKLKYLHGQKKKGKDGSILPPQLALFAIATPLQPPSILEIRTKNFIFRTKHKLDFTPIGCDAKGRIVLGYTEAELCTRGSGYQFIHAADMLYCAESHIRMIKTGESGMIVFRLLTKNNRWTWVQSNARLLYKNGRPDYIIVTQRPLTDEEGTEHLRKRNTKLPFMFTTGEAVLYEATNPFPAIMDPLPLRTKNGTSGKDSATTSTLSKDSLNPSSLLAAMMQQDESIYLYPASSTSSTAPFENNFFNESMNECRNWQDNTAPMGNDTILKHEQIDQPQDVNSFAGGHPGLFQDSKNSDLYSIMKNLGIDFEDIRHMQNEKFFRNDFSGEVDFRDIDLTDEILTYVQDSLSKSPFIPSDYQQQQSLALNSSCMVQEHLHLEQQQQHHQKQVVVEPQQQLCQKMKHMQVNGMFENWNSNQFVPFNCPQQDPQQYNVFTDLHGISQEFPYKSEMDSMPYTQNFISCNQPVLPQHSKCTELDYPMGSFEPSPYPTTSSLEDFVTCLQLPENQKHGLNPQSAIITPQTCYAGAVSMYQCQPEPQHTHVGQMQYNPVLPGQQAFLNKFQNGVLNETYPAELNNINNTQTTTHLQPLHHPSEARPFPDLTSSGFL
CR mimetic SO = caloric restriction mimetics inhibiting age-related superoxide in yeast; S. cerevisiae aged cells, superoxide DHE fluorescence; hits give low values; 330,000 tested, 0.18% active; superoxide response (% of plate mean), % at 10 µM;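 active = superoxide response under a set limit, about three screen SD below normal, cut at about 65% in these data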;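 also: yeast aged for seven days with compound at 30 °C before DHE staining; 100% = average MFI of all compound-treated wells on the plate with controls excluded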
MEP2 TOR yeast = yeast TOR pathway MEP2-GFP modulation. S. cerevisiae MEP2-GFP strain, flow cytometry GFP, 3 h; 100% = DMSO control level. GFP response vs DMSO, % at 10 µM. 330,000 tested, 0.51% active. AID 2016;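 active = GFP response versus DMSO above a set limit, roughly screen mean plus 3 SD, cut at about 180% in these data; inconclusive = fewer than 70 cells counted for a yeast strain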;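 also: median GFP fluorescence of the barcode-gated MEP2-GFP cells per well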
AGP1-GFP MLPCN = alters AGP1-GFP fluorescence in TOR pathway yeast screen; GFP response vs DMSO, % at 10 µM; AID 2066; S. cerevisiae AGP1-GFP multiplex flow cytometry, 3 h; GFP as percent of DMSO wells; 320,000 tested, 0.02% active;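 active = GFP response relative to DMSO above a set limit, near screen average plus 3 SD, cut at about 150% in these data; inconclusive = fewer than 70 cells counted for the yeast strain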;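 also: median GFP channel fluorescence of the gated AGP1 strain per well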
CIT2-GFP yeast = modulators of TOR pathway CIT2-GFP in S. cerevisiae | S. cerevisiae CIT2-GFP strain, flow cytometry, 3 h; 100 means same as DMSO wells | GFP response vs DMSO, % at 10 µM | 320,000 tested, 0.065% active;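 active = GFP response relative to DMSO above a set limit, near the screen mean plus 3 SD, cut at about 150% in these data; inconclusive = Fewer than 70 cells measured for a yeast strain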;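 also: ratio of well median GFP fluorescence to mean of DMSO wells on the plate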
RPL19A-GFP yeast = yeast TOR pathway RPL19A-GFP modulation. percent response vs DMSO, % at 10 µM. S. cerevisiae RPL19A-GFP strain, flow cytometry, 3 h; hits give low values. 330,000 tested, 0.3% active;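 active = percent response vs DMSO below 50%; inconclusive = fewer than 70 events counted for the yeast strain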;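 also: median channel GFP fluorescence of the barcoded RPL19A-GFP strain; ratio of sample median GFP to plate DMSO average so 100% = DMSO; lower means less RPL19A-GFP as with rapamycin TOR inhibition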
Active calls of the source: *; ? = inconclusive; · = no result given; [ ] = another dose, or the depositor's remark.

SMILES	Efflux pump mplx	LAP4-GFP MLPCN	AHR act	CR mimetic SO	MEP2 TOR yeast	AGP1-GFP MLPCN	CIT2-GFP yeast	RPL19A-GFP yeast
CCc1cccc(NC(=S)N2CCC(c3ccccc3)C2)c1 (configuration not stated)	-0.1	112.9	8.2	85.1	91.9	91.7	90.0	94.2
CC(C)[C@H](NC(=O)c1cccc(S(=O)(=O)N2CCOCC2)c1)C(=O)NCc1ccc(F)cc1	-0.3	97.1	-0.2	89.2	101.9	100.5	98.5	99.1
O=S(=O)(Nc1cccc(-n2cnnn2)c1)c1cnc(Cl)c(Cl)c1	-0.4	95.8	9.0	91.2	109.4	90.3	89.6	89.8
O=C(Nc1ccc(NC(=O)C2CCCCC2)nc1)c1ccco1	-0.1	119.0	-1.7	95.1	109.1	109.6	117.2	107.8
CC(C)NC(=O)CN(Cc1ccc2c(c1)OCO2)C(=O)CCC(=O)Nc1ccccn1	-0.1	97.0	-1.6	107.7	104.2	105.8	106.5	102.8
Cc1ccc(S(=O)(=O)N2CCN(CC(=O)N3CCOCC3)CC2)cc1	0.1	98.0	-4.2	97.5	99.3	92.8	89.0	102.7
O=C(NCCN1CCOCC1)c1ccncc1	0.2	107.2	-0.6	113.0	98.4	103.2	92.7	96.8
Cc1ccc(CCNS(=O)(=O)c2ccc3c(c2)NC(=O)C(C)C(=O)N3)cc1 (configuration not stated)	0.2	89.2	1.4	120.0	98.6	100.6	96.5	103.9
Brc1cc2c(cc1/C=N/Nc1nc3ccccc3s1)OCO2	-0.1	105.9	19.7	104.9	98.8	97.6	95.1	101.0
CCC(=O)OCCCCCCOc1ccc(C(=O)O)cc1	0.0	99.4	-3.7	99.5	106.0	104.0	95.6	97.8
Cc1nc(N)sc1C(=O)N/N=C/c1c[nH]c2ccccc12	0.0	91.2	28.4	108.8	99.0	94.3	96.0	96.5
CN1CCN(C(=S)C(=O)Nc2ccccc2)CC1	0.1	103.5	-0.9	90.4	94.8	102.0	108.6	95.0
O=C(O)C1Sc2[nH]c(=O)sc2C2c3cc(Br)ccc3OC(=O)C12 (configuration not stated)	1.5*	150.6*	2.6	103.4	112.4	90.2	101.2	99.1
CC(C)Oc1cccc(C(=O)NC(=S)Nc2ccccc2N2CCOCC2)c1	0.3	93.0	2.5	103.5	100.7	99.3	96.7	96.9
C=CCOc1ccc(/C=C(\C#N)C(=O)Nc2ccccn2)cc1OC	-0.1	111.9	-1.2	84.5	108.6	102.1	102.6	104.2
O=[N+]([O-])c1ccc(/C=N/N2CCCCC2)cc1	0.2	86.2	-1.4	98.6	90.8	94.3	91.3	95.8
C#Cc1cccc(-n2nnc(C(C)=O)c2C)c1	0.5	99.4	24.6	102.6	100.0	110.3	111.7	99.2
COCCN(C(=O)CSc1nnc(C)n1-c1ccccc1)c1c(N)n(Cc2ccccc2)c(=O)[nH]c1=O	-0.2	109.6	-1.1	97.3	127.9	119.4	106.9	111.3
Cn1nc(-c2ccc(OCC(=O)Nc3cccnc3)cc2)c2ccccc2c1=O	-0.4	94.0	0.5	81.8	99.1	98.0	99.8	96.9
CC(C)(C)OC(=O)[C@H](Cc1ccccc1)NC(=O)c1nc[nH]c1C(=O)N[C@@H](CCCCN)C(=O)OC(C)(C)C	0.4	101.5	0.4	124.2	98.8	102.2	100.0	107.9
O=C(Oc1cc(Cl)cc(Cl)c1)c1cnc2n(c1=O)CCS2	-0.1	121.8	0.2	82.9	104.1	118.4	93.7	101.7
Cc1cc(NC(=O)CSc2nncn2N)no1	-0.1	102.3	-0.9	91.5	92.8	104.3	102.2	100.8
COc1ccc(/C=N\Nc2ccccc2[N+](=O)[O-])c(C(=O)O)c1OC	0.2	101.9	4.6	102.4	103.9	108.6	108.1	102.8
Cc1ccn(CC(=O)N2CCCC(N3CCN(c4cccc(Cl)c4)CC3)C2)n1 (configuration not stated)	0.0	95.2	3.9	90.2	111.9	100.3	99.8	99.3
CCN(C(=O)COC(=O)c1ccccc1NCCO)C1CCS(=O)(=O)C1 (configuration not stated)	0.1	110.4	-0.3	87.9	93.8	108.6	94.6	98.5
SMILES	Efflux pump mplx	LAP4-GFP MLPCN	AHR act	CR mimetic SO	MEP2 TOR yeast	AGP1-GFP MLPCN	CIT2-GFP yeast	RPL19A-GFP yeast
O=C1OC(C(=O)NCc2ccccc2)Cc2ccccc21 (configuration not stated)	0.0	94.9	-1.7	127.8	94.6	95.8	94.7	96.7
O=C(O)CC/C(=C\c1ccc(N2CCCC2)c([N+](=O)[O-])c1)c1nc2ccccc2s1	0.5	92.6	2.5	126.5	99.5	88.3	88.3	97.3
CN1CCN(c2ccc(NC(=O)c3ccc(-c4ccc(Cl)cc4)o3)cc2)CC1	0.1	106.8	-2.5	100.8	95.6	92.5	96.4	92.1
C/C(CC(=O)NCc1ccco1)=N\NC(=O)c1ccc(Cl)cc1Cl	0.1	98.6	3.2	90.0	109.3	95.8	106.6	98.9
CC(C(=O)NNS(=O)(=O)c1cccc(C(F)(F)F)c1)n1nnc(N2CCOCC2)n1 (configuration not stated)	0.1	100.0	3.5	110.8	111.5	96.4	102.6	104.5
CC1C(c2ccccc2)N(C)C(c2ccccc2)C(C)C1(O)C#Cc1ccccc1 (configuration not stated)	-0.1	92.6	2.9	101.1	100.4	99.4	98.2	101.1
Cc1ccc(NC(=O)c2ccc(CSc3ccccn3)cc2)cc1	0.0	113.8	7.8	108.4	122.3	97.7	96.5	99.9
COc1cc(/C=C(\C#N)C(=O)Nc2ccc3c(c2)OCCO3)ccc1O	-0.1	104.8	-1.0	115.1	109.1	95.7	101.2	100.6
CC1SC(c2cccc(Cl)c2)NC1=O (configuration not stated)	0.0	101.1	-1.5	102.2	103.1	99.4	98.8	99.8
COc1ccc(N/N=C/c2c(C(=O)O)ccc3ccccc23)cc1	-0.2	113.2	12.5	86.3	98.8	103.9	101.0	100.4
CCCCCN(C(=O)CCC(=O)OCC(=O)NCc1ccc(OC)cc1)c1c(N)n(CCCC)c(=O)[nH]c1=O	0.3	97.9[may fluoresce red]	-2.0	105.5	83.4[may fluoresce red]	93.2[may fluoresce red]	98.3[may fluoresce red]	?
CCCC(=O)NC(NC1CCS(=O)(=O)C1)C(Cl)(Cl)Cl (configuration not stated)	-0.1	101.5	-1.6	98.2	94.7	99.8	98.4	97.1
Cc1cc(=O)oc(C)c1C(=O)Nc1ccccc1F	0.0	107.9	-2.0	83.9	100.4	109.9	99.2	98.7
Cc1ccc(NC(=O)C(=O)NNC(=O)c2ccccc2C)cc1Cl	0.0	106.3	-2.2	102.5	104.8	101.2	96.2	99.3
CC(C)CN1C(=O)c2ccc(C(=O)Nc3nccs3)cc2C1=O	-0.1	91.5	3.2	107.6	94.9	97.9	95.0	99.5
O=C1Cc2ccccc2C(=O)N1c1ccc(F)cc1Cl	-0.1	92.8	0.3	90.0	114.9	79.1	71.2	98.1
COc1ccc(C)cc1Nc1n[n+](-c2ccccc2)c(-c2cc(OC)c(OC)cc2Br)s1	0.0	125.7	9.7	101.3	89.3	77.1	70.2	96.4
Clc1cc(-c2ccccc2)nc(-c2ccccc2)n1	0.0	113.4	32.7	98.3	110.3	110.6	107.4	102.2
COC(=O)C1=CN(C(C)c2ccccc2)C=C(C(=O)OC)C1c1cc(OC)c(OC)c(OC)c1 (configuration not stated)	0.0	83.7	3.9	117.0	103.8	82.6	89.7	96.8
CCCS(=O)(=O)C(=C(Nc1ccccc1)Nc1ccccc1)S(=O)(=O)CCC	-0.1	101.2	-0.5	122.1	100.4	102.0	98.7	98.0
CN(C)S(=O)(=O)c1ccc(Cl)c(NC(=O)COC(=O)c2cc(-c3ccccc3)nc3ccccc23)c1	-0.1	101.5	2.3	111.6	104.2	101.7	102.3	105.0
O=C(CCCN1C(=O)S/C(=C/C=C/c2ccccc2)C1=O)Nc1ccc(C(=O)O)cc1	-4.7	66.8[may fluoresce violet]	-14.5	119.1	132.2[may fluoresce violet]	14.4[may fluoresce violet]	?	60.4[may fluoresce violet]
CCN1CCc2c(OCC(=O)N3CCC(C)CC3)cccc2C1=O	-0.1	93.9	2.7	108.2	98.9	98.4	104.2	103.3
COCC1CCN(C(=O)c2cc(COc3ccc(-n4cncn4)cc3)on2)C1 (configuration not stated)	1.9	89.6	1.9	98.7	102.0	92.3	99.0	100.1
Cc1nn(C)c(C)c1/C=C/C(=O)c1cccs1	0.1	101.4	-0.5	92.2	99.2	94.8	87.6	98.0
SMILES	Efflux pump mplx	LAP4-GFP MLPCN	AHR act	CR mimetic SO	MEP2 TOR yeast	AGP1-GFP MLPCN	CIT2-GFP yeast	RPL19A-GFP yeast
CC(=O)c1cccc(NC(=O)CSc2nc(C3CC3)nc3ccccc23)c1	-0.1	65.6[may fluoresce violet]	-0.4	95.3	173.0[may fluoresce violet]	?	?	32.1*[may fluoresce violet]
CC1(C)Cc2nc3sc4c(=O)n(CC(=O)NCc5ccco5)cnc4c3cc2CO1	0.0	94.1	7.2	89.5	85.7	90.2	92.1	90.0
Cc1cc(C)c(C2C(C#N)=C(N)Oc3n[nH]c(C)c32)cc1CN1CCCC1 (configuration not stated)	-0.2	96.8	0.1	90.8	98.4	102.9	97.4	101.7
CCc1n[nH]c(=S)n1N=C1CCC(C)CC1 (configuration not stated)	-0.1	105.0	-0.6	102.4	120.1	97.5	105.8	108.0
COc1ccc(CCNC(=O)c2cccc(NS(=O)(=O)c3ccccc3F)c2)cc1OC	-2.2	99.8	4.0	109.2	93.8	94.6	96.5	99.9
COc1ccccc1CN(C(=O)CNC(=O)c1ccco1)C(C(=O)NCC1CCCO1)c1ccc(OC)c(OC)c1 (configuration not stated)	-0.4	114.5	-0.3	86.8	96.8	99.3	94.6	96.7
CN(C)CCNC(=O)NC1CCCCC1	0.0	90.2	1.1	89.1	92.5	97.9	94.5	94.5
COc1cc(/C=N/NC(=O)c2ccncc2)ccc1OCC(=O)Nc1ccc(C)c(C)c1	0.1	86.2	9.6	105.8	85.5	90.7	103.1	94.0
CCOc1ccc(CN2CCNC(=O)C2CC(=O)NCCc2ccccn2)cc1 (configuration not stated)	0.1	88.0	0.2	103.3	88.1	89.6	·	85.2
CCC1CCCCN1CCCNC(=O)CN1C(=O)c2cccnc2Oc2ccc(C)cc21 (configuration not stated)	0.1	98.3	-0.5	105.5	105.8	97.7	100.4	100.1
O=C(Oc1cccc2c(O)cccc12)c1ccccc1	-0.1	114.1	10.8	89.4	98.2	97.4	104.4	93.7
Cc1ccc(OCC(O)Cn2c(N3CCCCC3)nc3c2c(=O)[nH]c(=O)n3C)cc1C (configuration not stated)	0.3	97.0	3.3	88.3	110.1	104.8	103.7	106.1
CCOC(=O)c1ccc(NC(=O)C(=O)NCc2ccccn2)cc1	-0.1	99.2	-0.3	101.4	98.7	96.8	96.2	92.3
Cc1ncc([N+](=O)[O-])n1CCOC(=O)C12CC3CC(CC(C3)C1)C2	0.0	99.5	8.9	99.6	107.5	98.1	95.6	97.1
Cc1ccccc1CSc1nnc(-c2ccncc2)n1C	-0.2	99.6	-1.1	96.0	109.0	100.0	97.5	102.2
O=C(CCc1ccccc1)Nc1ccc(N2CCOCC2)cc1	0.0	96.8	-0.1	96.1	105.5	105.5	103.7	100.8
CC(C)Cn1c(N)c(C(=O)COC(=O)c2cc(C(F)(F)F)nc3ccccc23)c(=O)n(C)c1=O	0.2	110.3	2.0	98.9	88.8	78.8	71.4	96.4
